Redox H2O2 prof: compounds producing H2O2 with reducing agent – biochemical, NIH compound library profiling, artefact control for MLSCN library redox annotation, primary screen. DTT-dependent redox cycling H2O2, phenol red/HRP absorbance; 100% = 100 µM peroxide control, 0% = buffer. hit rate 0.03% among 200,000. activation, % at 10 µM. AID 878;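 active = activation of at least 50% relative to the plate's high and low controls in the primary single-dose screen; inactive = activation below 50%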;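 also: compound incubated with DTT at 0.8 mM final as the reducing agent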
TLR4-MyD88 BLA: blocks binding of human TLR4 to MyD88 | HeLa CL3-4 TLR4/MyD88 BLA complementation, FRET ratio | inhibition, % at 8.4 µM | O00206+Q99836 | hit rate 0.18% among 200,000 | AID 861; in the data active = inhibition above about 25%;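 also: 0% = vehicle and 100% = reference inhibitor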
Target sequence (O00206 whole entry, looked up): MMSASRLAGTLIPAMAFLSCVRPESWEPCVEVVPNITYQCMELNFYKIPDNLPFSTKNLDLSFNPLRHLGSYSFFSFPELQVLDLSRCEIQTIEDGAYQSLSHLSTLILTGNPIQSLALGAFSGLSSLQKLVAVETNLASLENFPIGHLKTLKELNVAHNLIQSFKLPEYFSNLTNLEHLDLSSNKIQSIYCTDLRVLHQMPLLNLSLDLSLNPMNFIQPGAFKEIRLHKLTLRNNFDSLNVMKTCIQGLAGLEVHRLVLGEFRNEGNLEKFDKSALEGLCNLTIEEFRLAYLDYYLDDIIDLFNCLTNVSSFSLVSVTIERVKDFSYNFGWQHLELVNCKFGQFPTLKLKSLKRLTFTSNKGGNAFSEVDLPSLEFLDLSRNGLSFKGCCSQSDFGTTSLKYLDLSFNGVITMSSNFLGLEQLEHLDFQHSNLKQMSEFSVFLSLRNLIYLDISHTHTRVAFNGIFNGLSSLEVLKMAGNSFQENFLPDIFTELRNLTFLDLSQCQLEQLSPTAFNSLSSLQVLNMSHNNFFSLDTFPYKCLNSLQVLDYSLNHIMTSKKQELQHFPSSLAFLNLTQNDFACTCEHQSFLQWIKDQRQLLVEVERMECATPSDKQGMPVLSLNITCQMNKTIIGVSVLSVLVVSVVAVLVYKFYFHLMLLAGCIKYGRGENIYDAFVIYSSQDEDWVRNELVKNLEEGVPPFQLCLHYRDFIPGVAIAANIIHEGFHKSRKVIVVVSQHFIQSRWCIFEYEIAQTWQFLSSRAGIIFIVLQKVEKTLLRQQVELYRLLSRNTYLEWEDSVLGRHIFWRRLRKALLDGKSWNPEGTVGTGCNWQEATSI
Target sequence (Q99836 whole entry, looked up): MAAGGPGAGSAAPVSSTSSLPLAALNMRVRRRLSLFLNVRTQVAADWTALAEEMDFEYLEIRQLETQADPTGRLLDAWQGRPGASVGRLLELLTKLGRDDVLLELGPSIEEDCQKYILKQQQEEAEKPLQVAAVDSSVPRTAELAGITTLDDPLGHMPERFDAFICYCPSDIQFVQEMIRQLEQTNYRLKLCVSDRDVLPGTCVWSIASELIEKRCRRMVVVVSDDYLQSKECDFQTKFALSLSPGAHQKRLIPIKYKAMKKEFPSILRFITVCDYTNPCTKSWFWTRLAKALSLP
APP 5'UTR act: APP 5'UTR luciferase reporter activation. SH-SY5Y APP 5'UTR luciferase reporter, luminescence; zero percent = DMSO vehicle wells. activation, % at 2 µM. hit rate 1% among 190,000. AID 1276;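 active = activation above a set limit, based on mean plus 3 SD of controls, cut at about 140% in these data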; also: values of inactives mirror those of a sister screen read the other way
NF-kB expr up: raises NF-kB expression in human neuronal cells; NF-kB reporter expression; stronger effect = higher value; fold change at 12.5 µM; hit rate 1.6% among 190,000; AID 1239; in the data active = fold change above about 3.3
Hsp70 act: switches on Hsp70 transcription; HeLa Hsp70 promoter luciferase reporter, luminescence; scaled: vehicle 0, proteasome-inhibitor control 100%; activation, % at 10 µM; hit rate 0.04% among 200,000;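 active = activation above the mean across all tested compounds plus 3 SD, cutoff set per campaign, cut at about 5.5% in these data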;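 also: 100% = MG132 at 30 µM as the positive control and 0% = DMSO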
STAT3 act: increases IL-6 driven STAT3 reporter signal; U3A cells, IL-6 STAT3-luciferase reporter, luminescence; 100% = signal with IL-6 EC80 alone; activation (% of control), % at 5.6 µM; hit rate 0.91% among 190,000;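 active = activation above the screen-wide mean of compound activation plus 3 SD, cut at about 130% in these data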;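 also: 0% = background luminescence of wells with medium and substrate only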
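Material: STAT3-luciferase reporter U3A cells. Controls: IL-6-treated wells, 100% activation. Read-out: % activation versus median of IL-6-stimulated wells. Probe or stimulus: IL-6 stimulus at 33 ng/mL final. Timing: compound 1 h, then IL-6 6 h at 37 °C. Signal: reporter luminescence signal.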
Efa HMGR inh: E. faecalis class II HMG-CoA reductase inhibition. inhibition, % at 10 µM. purified E. faecalis HMGR, NADPH absorbance 340 nm kinetic. hit rate 0.41% among 190,000. AID 1066;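 active = inhibition above a set limit, the median over all tested compounds plus 3 SD, cut at about 9.5% in these data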;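 also: enzyme runs in reverse so mevalonate oxidation gives rising NADPH absorbance; 0% = complete reaction with DMSO and 100% = background rate lacking mevalonate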
STAT1 inh: inhibitors of IFN-gamma induced STAT1 signaling. inhibition, % at 5.5 µM. hit rate 0.35% among 200,000. NIH 3T3 STAT1-luciferase reporter, luminescence. AID 920;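 active = inhibition above a set limit, the mean inhibition across all tested compounds plus 3 SD, cut at about 34% in these data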;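 also: 0% = IFN-gamma with DMSO and 100% = IFN-gamma with 300 µM nifuroxazide; values of inactives mirror those of a sister screen read the other way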
STAT3 inh: reduces IL-6 driven STAT3 reporter signal; U3A cells, IL-6 STAT3-luciferase reporter, luminescence; host cell line lacks STAT1; inhibition, % at 5.5 µM; hit rate 0.89% among 190,000;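 active = inhibition above the mean inhibition across all screened compounds plus 3 SD, cut at about 44% in these data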;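 also: 0% = DMSO only wells and 100% = 100 µM nifuroxazide control wells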
STAT1 activator: STAT1 signaling activation | NIH 3T3 STAT1-luciferase reporter, IFN-gamma, luminescence; 100% = IFN-gamma alone, no compound | AID 932 | hit rate 2.6% among 200,000 | activation (% of control), % at 5.5 µM;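 active = activation above the screen-wide mean activation plus 3 SD, cut at about 130% in these data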;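 also: raw ratio to IFN-gamma control signal so 100% means no change and 0% no light; values of inactives mirror those of a sister screen read the other way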
* hit, by the source's call; . = no result given.

SMILES	Redox H2O2 prof	TLR4-MyD88 BLA	APP 5'UTR act	NF-kB expr up	Hsp70 act	STAT3 act	Efa HMGR inh	STAT1 inh	STAT3 inh	STAT1 activator
c1ccc(-c2nc(-c3ccco3)cs2)nc1	0.4	-5	29	0.71	-0.1	106	-2	-33	-2	130*
C=CCC1(NCc2ccco2)CCN(CC)CC1	-0.7	2	11	0.96	-0.4	102	-6	-5	4	102
N#CCSc1nnc(C2CCCCC2)n1Cc1ccccc1	0.1	9	0	1	-0.3	101	-1	3	5	97
O=C1CC(c2ccccc2)CC(O)=C1C=Nc1ccccc1 (configuration not stated)	0.0	1	9	1.2	-0.3	103	-3	-11	-2	109
CCN1CCN(CCCN(Cc2ccco2)C(=S)Nc2ccc(C)c(Cl)c2)CC1	-2.1	-6	-3	1.2	-0.4	75	-10	0	35	98
O=c1[nH]c(N2CCN(Cc3ccccc3)CC2)nc2c1CCC2	-0.4	-5	8	1.3	0.0	101	1	6	4	93
O=C(Nc1ccc(Cl)cc1)C1CC2CCCC(C1)C2=O (configuration not stated)	-0.3	2	45	1.4	0.5	101	-3	12	6	88
CNC(=O)c1cc2cccc(OC)c2oc1=O	-0.4	-5	-7	1.2	-0.3	100	-8	3	1	97
COc1ccc(C)cc1NC(=O)C1C2C=CC(C2)C1C(=O)O (configuration not stated)	-3.0	9	-2	1	-0.2	104	-1	-1	0	101
CC(=O)COc1ccc2c(C)c(-c3ccccc3)c(=O)oc2c1	-1.6	0	40	2.6	-0.2	87	3	-60	19	156*
CCCCOCCCNC(=O)C1CCCCC1	1.4	5	2	1.2	-0.1	98	-2	1	12	99
Cc1c(C(=O)NC(=S)Nc2ccccc2N2CCCC2)cccc1[N+](=O)[O-]	0.0	-7	-20	0.82	-0.5	105	-4	-5	-9	105
O=C1C2C3C=CC(CNS(=O)(=O)c4ccccc4)(O3)C2C(=O)N1c1ccc(Cl)cc1 (configuration not stated)	-0.2	-14	-23	1.3	-0.1	113	1	-1	-15	100
COc1ccccc1-c1cc(C(=O)NC(C)c2ccccc2)no1 (configuration not stated)	3.3	-2	-2	1.1	-0.2	82	-3	3	26	97
Cc1cc(NC(=O)Nc2cccc(C(F)(F)F)c2)n(C)n1	-1.8	0	35	0.79	-0.3	107	2	-3	-6	102
O=C(NCc1ccccc1)c1ccc(CN2CCOCC2)cc1	-1.1	-3	13	1.6	-0.5	105	0	-12	1	112
CCCOC(=O)c1ccc(NC(=O)c2cnccn2)cc1	11	-12	54	2	0.0	99	-9	-25	3	123
COc1ccc(S(=O)(=O)NCCSc2ccc(C)cc2)cc1OC	13	13	-2	1.1	-0.1	114	0	4	-11	96
CCCOc1cccc(C(=O)N(Cc2ccc(OC)c(OC)c2)C2CCS(=O)(=O)C2)c1 (configuration not stated)	-0.4	10	1	1.4	1.3	96	2	1	6	99
COC(=O)CSc1nnc(CNC(=O)c2ccc(S(=O)(=O)N3CCCCC3)cc2)n1C	-0.8	-4	-1	1.2	0.4	107	-10	1	-6	99
CC1(C)Oc2ccc3ccc(=O)oc3c2/C(=C/NCCO)C1=O	-4.1	-2	4	0.98	0.1	100	0	16	1	86
Cc1noc(C(=O)NCc2ccc(F)cc2)c1Cl	-3.0	-5	2	1.2	-0.5	97	1	-3	9	102
Clc1ccc(Oc2nc(Oc3ccc(Cl)cc3)nc(N3CCOCC3)n2)cc1	-0.5	1	-6	0.75	-0.1	96	-3	7	10	94
O=C(c1n[nH]c2ccccc12)N1CCN(c2ccc(F)cc2)CC1	-1.4	-6	41	1.4	0.1	90	-1	-5	14	104
Cc1nc2cc(NC(=O)NCc3ccc4c(c3)OCO4)ccc2o1	0.6	-4	0	0.85	-0.5	95	1	10	11	91
Next results:
SMILES	Redox H2O2 prof	TLR4-MyD88 BLA	APP 5'UTR act	NF-kB expr up	Hsp70 act	STAT3 act	Efa HMGR inh	STAT1 inh	STAT3 inh	STAT1 activator
CCn1nc(C(=O)OC2CCOC2=O)c2ccccc2c1=O (configuration not stated)	0.0	7	6	1.2	0.8	106	-2	0	-4	100
COCCCNc1oc(-c2ccccc2OC)nc1C#N	-0.6	3	13	1.1	-0.3	103	2	5	-1	96
Cc1[nH]n(-c2ccc(F)cc2)c(=O)c1C=Nc1ccc(S(=O)(=O)N(C)C)cc1	-0.4	-2	9	1.1	0.1	122	3	-9	-29	109
Cc1ccc(S(=O)(=O)CCSC(=N)N)cc1	-0.2	15	13	1	0.1	106	-2	11	0	89
CCC12C(=O)C(CC)(C(c3ccccc3)=C1c1ccccc1)[C@@H]1C(=O)N(c3ccccc3)C(=O)C12 (some centres not stated)	0.3	-11	-2	1	-0.4	102	-2	8	-6	93
O=C(NC1=NCCS1)c1cccc(S(=O)(=O)N2CCCCC2)c1	-0.3	-7	6	.	-0.6	96	.	5	12	96
Cc1c(Cl)cccc1NC(=O)COC(=O)c1c2c(nc3ccccc13)CCN(Cc1ccccc1)C2	0.0	0	-10	0.42	-0.5	98	-6	-2	0	102
Cc1[nH]cnc1CSCCN	-0.5	4	13	0.91	-0.3	99	2	6	4	95
COc1ccccc1OCCOc1ccc(/C=C2/C(=N)N3OC(C)=CC3=NC2=O)cc1OC	-3.2	-4	-17	1.2	0.2	98	2	-1	11	101
O=c1cc(-c2cccc3ccccc23)[nH][nH]1	5.1	-11	-16	1.1	-0.4	100	-8	4	4	97
O=C1SC(SCc2ccccc2Cl)=N/C1=C\c1ccc(C(=O)O)cc1	-2.2	9	9	1.1	-0.2	96	-3	0	4	100
CC(NC(=O)C1CCN(S(=O)(=O)N2CCCCCC2)CC1)c1ccccc1 (configuration not stated)	1.1	1	4	1.4	0.1	105	1	7	-3	94
O=C(O)c1cccc(OCc2ccccc2Cl)c1	0.0	6	65	2.3	0.2	100	0	-11	0	110
CCOC(=O)c1cc(Br)c(=O)n2ccccc12	21	12	4	1.4	-0.3	109	-6	5	-10	96
Cc1ccc(C2(CCN)CCOC(C(C)C)C2)cc1 (configuration not stated)	0.6	-3	0	0.89	-0.4	103	-3	2	-5	98
COC(=O)Cc1c(C)c2ccc(O)c(CN3CCCC(C)C3)c2oc1=O (configuration not stated)	0.1	6	2	0.82	0.2	98	3	-10	6	109
CN(C)/C=N/NC(=O)c1ccc(Cl)cc1	-1.6	-2	-6	1.2	-0.2	98	-4	-5	5	104
CC(=O)Nc1sc(N/N=C\c2ccccc2Cl)nc1-c1cccs1	0.5	2	35	0.37	-0.1	115	-5	-27	-17	124
CCN1CCC(CNCc2cn(-c3ccc(OC)cc3)nc2-c2ccccc2Cl)C1 (configuration not stated)	4.9	12	-4	1	0.0	99	-4	-11	5	108
CCOC(=O)c1ccoc1CSCC(=O)N1CCN(S(=O)(=O)c2ccc(C)cc2)CC1	-0.5	-3	7	0.71	-0.6	96	-2	-6	10	104
Cc1cc(NC(=O)CCC(=O)N(CC(=O)NC2CCCC2)c2ccccc2)no1	0.4	3	0	0.91	-0.2	99	10*	-6	2	105
CCOc1cc(C(=O)Nc2c3c(nn2C(C)(C)C)CS(=O)C3)cc(OCC)c1OCC (configuration not stated)	2.2	3	4	1.4	-0.4	104	2	7	-1	94
Cc1ccc(SCCC(=O)Nc2c(C)n(C)n(-c3ccccc3)c2=O)cc1	0.7	0	-6	1.1	0.1	104	-4	7	-4	93
CC1(C)CN=C(N(Cc2ccccc2)C(=O)Nc2ccccc2)S1	0.8	1	33	1.2	-0.2	111	2	-17	-9	116
Cc1cc(C)c(S(=O)(=O)NCC2CCC(C(=O)NCc3ccc4c(c3)OCO4)CC2)c(C)c1 (configuration not stated)	-3.1	4	17	1	-0.4	100	-3	8	5	93

A different layout for part of the listing above:
| Molecule | Redox H2O2 prof | TLR4-MyD88 BLA | APP 5'UTR act | NF-kB expr up | Hsp70 act | STAT3 act | Efa HMGR inh | STAT1 inh | STAT3 inh | STAT1 activator |
| --- | --- | --- | --- | --- | --- | --- | --- | --- | --- | --- |
| CCOc1cc(C(=O)Nc2c3c(nn2C(C)(C)C)CS(=O)C3)cc(OCC)c1OCC (configuration not stated) | 2.2 | 3 | 4 | 1.4 | -0.4 | 104 | 2 | 7 | -1 | 94 |
| Cc1ccc(SCCC(=O)Nc2c(C)n(C)n(-c3ccccc3)c2=O)cc1 | 0.7 | 0 | -6 | 1.1 | 0.1 | 104 | -4 | 7 | -4 | 93 |

Next entries
SMILES	Redox H2O2 prof	TLR4-MyD88 BLA	APP 5'UTR act	NF-kB expr up	Hsp70 act	STAT3 act	Efa HMGR inh	STAT1 inh	STAT3 inh	STAT1 activator
CCOc1ccc(NC(=O)CC2C(=O)N(C)C(=S)N2Cc2ccc3c(c2)OCO3)cc1 (configuration not stated)	1.7	-16	.	1.3	0.1	105	-5	0	0	100
CCC1CCc2[nH]nc(C(=O)O)c2C1 (configuration not stated)	0.5	-7	.	1	-0.3	103	0	0	-4	94
CC(C)(C)CN1CCNC(=O)C1CC(=O)N1CCOc2ccccc2C1 (configuration not stated)	5.4	-2	1	1.2	0.3	112	-3	-2	-9	101
CCc1ccc(NC(=O)C2CC(=O)N(C(C)C)C2)cc1 (configuration not stated)	2.5	-13	-13	1.3	-0.1	100	-5	-11	3	110
COc1ccc(Nc2nnc(SCc3cn4c(C)cccc4n3)s2)cc1	0.8	-15	21	0.66	-0.1	99	-4	1	6	99
Cc1ccn2c(C=O)c(-c3ccc(F)cc3)c(C=O)c2c1	-0.1	-11	-9	1.8	0.1	98	1	9	8	90
Cc1ccc(C(=O)N2CCN(c3ncccn3)CC2)cc1S(=O)(=O)N1CCCCC1	0.2	2	-1	1.1	-0.3	88	-3	5	14	96
COCCNC(=O)CN(c1ccc(C)cc1)S(=O)(=O)c1ccccc1	2.7	-2	6	1.4	-0.3	98	-6	2	6	99
COCCCN1C(=O)C(=O)/C(=C(/O)c2ccccc2)C1c1ccc2c(c1)OCO2 (configuration not stated)	0.0	-7	7	1.2	-0.1	98	-12	-1	5	101
COC(=O)c1ccc(NC(=O)c2ccc(N(C)S(C)(=O)=O)cc2)cc1	2.9	-10	-28	1.2	-0.6	59	-3	0	52*	100
Oc1c(C=NCc2ccccc2)sc2ccccc12	0.1	-4	11	3.5*	-0.4	103	0	-48	-2	143*
COc1ccc(Nc2nc(N)nc(CSc3nccn3C)n2)cc1	-0.4	-3	74	2.3	0.3	118	-4	-30	-19	126
NC(=O)c1ccc(NC(=S)NCc2ccco2)cc1	5.5	-9	25	1.2	1.6	106	-2	-1	-5	101
O=C(Nc1ccc(S(=O)(=O)NCCc2ccccc2)cc1)c1ccco1	-0.7	6	21	0.96	-0.1	87	-3	6	18	96
Clc1cccc(CSc2nnc(-c3sccc3-n3cccc3)o2)c1	-3.7	7	4	1.2	-0.2	85	1	3	21	98
CC(C)c1ccc(C(=O)N/N=C/c2cccc(Cl)c2Cl)cc1	-5.8	-5	11	1.5	-0.3	96	.	-7	12	106
C/C=C/c1ccc(OCC(=O)OCC(=O)NC2CC2)c(OC)c1	-0.2	17	23	1.1	0.2	103	-1	-6	4	104
Cc1cccc(NC2=NC(C)(C)N=C(N)N2)c1C	2.8	-6	-1	1.1	-0.2	105	1	-7	3	106
O=C(COC(=O)c1ccccn1)NC12CC3CC(CC(C3)C1)C2	0.3	-11	2	1.1	-0.1	95	-3	-5	13	104
N#CCC(=O)N/N=C/c1ccc(OCc2ccccc2)cc1	-1.8	3	-2	1.4	-0.4	101	4	-3	2	103

Source: PubChem

An unsorted share of the library; any-hit rate near 5.6%.
